# ERG-DNA inh – inhibitors of human ERG Ets domain-DNA interaction; P11308; fluorescence polarization, His-ERG Ets domain / labelled DNA; Potency, µM (highest dose often 76.9 µM), inactives show top-dose FP activity, negative = inhibition, hits mostly inhibitors; actives 0.028% (n = 370,000); AID 624246; active = well fitted inhibition curve with a large enough effect in the polarisation, with a control signal flat; inconclusive = small, poorly fitted or top-dose-only effect, or effect the other way, or a change in a side signal; inactive = no such curve, though single readings can be large or run the other way; the % refers to the polarisation;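 note: polarization taken with two DNA probes labelled with fluorescein and Texas red; potency is the fitted concentration of half-maximal effect; % of control where 0% means no effect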
#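 His-tagged ERG Ets domain (1 uM in the protein solution; 300mM KCl, 50mM Tris-HCl, 1mM EDTA, 1mM DTT, pH 7.5) received compound, then a probe mix of 5 nM fluorescein-DNA and 100nM Texas-615-DNA. Fluorescence polarization was read for both dyes.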
# LDHA block – LDHA (human) enzyme inhibition | purified LDHA, NADH/diaphorase-resazurin fluorescence; stronger effect = lower value | activity change, % (values are at about 110 or 230 µM) | actives 0.15% (n = 480,000); in the data active = activity change below about -30%; inconclusive = mostly about -25% to -30%;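 note: plate controls were DMSO wells for no effect and wells without enzyme for full effect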
#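 LDH5 2 nM; NADH 0.06 mM, pyruvate 0.2 mM; 200 mM Tris pH 7.4, EDTA, Tween-20; 5 min RT. Detection: diaphorase 0.133 mg/mL + resazurin 37 µM, fluorescence ex540/em590 at 0 and 20 min; normalized to enzyme-free and DMSO wells.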
# ALOX12 inh – blocks human arachidonate 12S-lipoxygenase; P18054; Potency, µM (series often up to 108 µM), without a hit: at the top dose activity change, negative = inhibition, hits mostly inhibitors; purified 12hLO, xylenol orange hydroperoxide absorbance; actives 1.1% (n = 580,000); note: potency is the fitted concentration of half-maximal effect; % is set by controls: 0 for no effect and ±100 for the full control effect
# Target sequence (P18054 whole entry, looked up): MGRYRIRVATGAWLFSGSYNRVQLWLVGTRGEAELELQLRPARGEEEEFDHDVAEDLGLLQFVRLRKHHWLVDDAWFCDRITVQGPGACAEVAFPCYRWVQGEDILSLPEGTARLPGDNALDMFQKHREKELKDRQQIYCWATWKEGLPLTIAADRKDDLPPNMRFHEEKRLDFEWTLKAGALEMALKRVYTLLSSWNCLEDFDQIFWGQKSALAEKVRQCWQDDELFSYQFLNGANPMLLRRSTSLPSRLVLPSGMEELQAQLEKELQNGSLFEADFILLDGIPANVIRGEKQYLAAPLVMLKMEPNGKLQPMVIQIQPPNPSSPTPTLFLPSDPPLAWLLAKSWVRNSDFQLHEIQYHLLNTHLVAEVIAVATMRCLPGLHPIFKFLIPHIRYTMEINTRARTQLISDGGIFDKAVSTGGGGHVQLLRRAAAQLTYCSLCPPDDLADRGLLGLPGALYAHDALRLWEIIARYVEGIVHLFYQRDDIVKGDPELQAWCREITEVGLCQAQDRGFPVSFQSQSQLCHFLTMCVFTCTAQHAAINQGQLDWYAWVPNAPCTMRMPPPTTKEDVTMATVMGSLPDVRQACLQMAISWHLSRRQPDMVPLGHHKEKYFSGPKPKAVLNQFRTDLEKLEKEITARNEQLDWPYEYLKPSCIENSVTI
#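 Purified human 12hLO (150 nM final) in 25 mM Hepes, 0.01% Triton X-100, pH 7.0 was preincubated 15 min at room temperature with compound. Then 40 uM arachidonic acid was added, 30 min. Hydroperoxide was read by Fe-XO absorbance ratio 573/405 nm.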
# POLB inh – DNA polymerase beta (human) inhibition; P06746; Pol beta primer extension/strand displacement, fluorescence kinetic; Potency, µM (highest dose often 114 µM), for inactives: at the highest dose activity change, negative = inhibition, hits mostly inhibitors; actives 1.3% (n = 340,000); AID 485314; note: potency is the fitted concentration of half-maximal effect; % is set by controls: 0 for no effect and ±100 for the full control effect
#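 Enzyme-only controls used 10 nM Pol beta; buffer lacking enzyme served as negative control. Compound preincubated 15 min, then 50 nM substrate added; 0 and 10 min reads at room temperature.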
# Apoferritin bind – binds horse apoferritin like a general anesthetic. apoferritin/1-aminoanthracene competitive binding, fluorescence. actives 0.074% (n = 350,000). AID 485281. P02791. Potency, µM (highest dose often 77.5 µM), for the others: top-dose activity change, negative = displacement, hits mostly inhibitors; note: potency is the fitted concentration of half-maximal effect; % is set by controls: 0 for no effect and ±100 for the full control effect; nearly all actives have a fitted effect of over 20% in size
# Target sequence (P02791 2-175 limits assumed): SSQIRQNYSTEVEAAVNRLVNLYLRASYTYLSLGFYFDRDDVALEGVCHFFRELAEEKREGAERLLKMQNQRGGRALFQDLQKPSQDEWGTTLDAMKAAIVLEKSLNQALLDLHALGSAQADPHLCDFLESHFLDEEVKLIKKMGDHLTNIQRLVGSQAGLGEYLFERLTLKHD
#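 10 uM apoferritin + 50% sat. 1-AMA, PBS; cpd 10 min RT; Ex380/Em535 endpoint; normalized to free probe vs complex; 4-param Hill fit; propofol titration as pos. ctrl.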
# POLK inh – blocks human DNA polymerase kappa activity. Q9UBT6. purified Pol kappa, fluorescent DNA synthesis assay, 10 min. Potency, µM (series often up to 107 µM), inactives show at the highest dose activity, negative = inhibition, hits mostly inhibitors. actives 0.53% (n = 400,000); note: potency is the fitted concentration of half-maximal effect; % is set by controls: 0 for no effect and ±100 for the full control effect
#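 50 nM final substrate added after 15 min RT preincubation of 10 nM Pol kappa with compound; fluorescence read at 0 and 10 min.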
# APE1 inh – APE1 (human) endonuclease inhibition. P27695. recombinant APE1, TAMRA/BHQ-2 abasic DNA cleavage fluorescence. Potency, µM (highest dose often 65.8 µM), for the others: at the top dose activity change, negative = inhibition, hits mostly inhibitors. actives 0.35% (n = 350,000). AID 2517;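 note: potency is the fitted concentration of half-maximal effect; plate controls were vehicle for no effect and reference inhibitor for full effect; nearly all actives have a fitted effect of over 55% in size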
#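 Substrate: short duplex with […] THF abasic site, 5'-TAMRA and 3'-BHQ-2, 50 nM final. APE1 at 0.75 nM, preincubated 15 min RT with compound. Fluorescence increase from first to third read measured activity.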
# RGS4 inhibitor – blocks human RGS4-accelerated GTP hydrolysis; P49798; Transcreener GDP fluorescence polarization, RGS4-accelerated GTP hydrolysis; Potency, µM (top dose mostly 114 µM), for inactives: at the highest dose activity change, negative = inhibition, hits mostly inhibitors; actives 0.039% (n = 390,000); AID 504845; note: potency is the fitted concentration of half-maximal effect; % is set by controls: 0 for no effect and ±100 for the full control effect; nearly all actives have a fitted effect of over 75% in size; some results filed as inactive show a strong effect at the top dose
# Target sequence (P49798 whole entry, looked up): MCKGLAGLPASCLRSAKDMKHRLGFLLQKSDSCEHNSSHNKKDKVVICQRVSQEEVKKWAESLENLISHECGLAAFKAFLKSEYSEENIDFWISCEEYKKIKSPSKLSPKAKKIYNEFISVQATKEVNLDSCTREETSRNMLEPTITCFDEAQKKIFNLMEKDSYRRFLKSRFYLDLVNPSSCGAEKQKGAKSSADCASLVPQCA
#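 MLSMR compounds (23 nl, pin-transferred) preincubated 10 min at room temperature with a 500nM (2x) first reagent, then RGS4 at 900nM (2x) plus Transcreener GDP mix added; fluorescence polarization (620/688 nm) read before and after 90 min at 30 °C.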
# POLH inh – DNA polymerase eta (human) inhibition | Q9Y253 | recombinant Pol eta, fluorescent DNA replication assay | Potency, µM (series often up to 114 µM), without a hit: at the top dose activity change, negative = inhibition, most hits filed as inhibitors | actives 1.2% (n = 390,000) | AID 588591; note: potency is the fitted concentration of half-maximal effect; % is set by controls: 0 for no effect and ±100 for the full control effect
#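 Pol eta (10 nM) was preincubated with compounds for 15 min at room temperature, after which fluorescent replication substrate (50 nM final) was added to start the reaction. Fluorescence was read kinetically at 0 and 10 min.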
# Starred values were filed as active, the others as inactive; ? = inconclusive; · = not tested or not shown; & = joins results of further samples; [ ] = remark or other dose. Unless noted, calls come from the whole dose curve; as a rule, active = well fitted curve in the direction sought with a large enough effect; inconclusive = small, poorly fitted or top-dose-only effect, or another doubt; inactive = no such curve, though single readings can be large; an effect the other way counts as inactive or inconclusive. Only part of the results is shown; count on the stated rates, not on these rows.
SMILES,ERG-DNA inh,LDHA block,ALOX12 inh,POLB inh,Apoferritin bind,POLK inh,APE1 inh,RGS4 inhibitor,POLH inh
COc1ccc(CCNC(=O)c2ccc3nc4cc(Cl)ccc4c(=O)n3c2)cc1OC,23%,0&5,0%&-18%,?,4%,14%,-33%,-11%,-14%
CCCCCCCCCCCCCCCC[N+](C)(C)Cc1ccc(F)cc1,·,1,45µM*,·,·,-6%,·,34%,-20%
COc1ccc(OCC(=O)N/N=C(\C)CC(=O)Nc2ccc(NC(C)=O)cc2)cc1,0%,-5,11%,-9%,-12%,-6%,11%,-6%,?
CCOc1ccc(NC(=O)CSc2cn(CCNC(=O)c3ccccc3F)c3ccccc23)cc1,-4%,-7,0%,14%,46%[activator],10%,·,3%,-15%
CCCOc1ccccc1C1Oc2nc(SC)nnc2-c2ccccc2N1C(C)=O (centres undefined),-4%,-2,-25%,9%,-8%,3%,·,17%,-13%
C=CCN(c1ccccc1)S(=O)(=O)c1c(C)[nH]c(=O)[nH]c1=O,-4%,1,-3%,10%,-6%,-5%,-3%,-30%,-4%
CN=c1scc(-c2ccc([N+](=O)[O-])cc2)n1/N=C/c1ccco1,-1%,1,?,7%,-8%,-3%,-6%,-8%,-20%
Clc1ccccn1,8%,-6,9%,·,·,-15%,7%&3%,31%,-8%
C=CCOC(=O)C1=C(C)Nc2nc3ccccc3n2C1c1ccncc1 (centres undefined),2%,-3,3%,16%,-13%,-15%,-4%,-9%,-27%
CCCc1nn2c(=O)cc(COC(=O)c3cccc(NC(=O)COc4ccccc4C)c3)nc2s1,0%,-2,-8%,0%,0%,-9%[60.1 µM],·,-35%,-20%
CCCCC(=O)Nc1ccc(C(=O)Nc2nc(CC(=O)OCC)cs2)cc1,1%,2,-32%,-5%,-11%,-2%,1%,0%,-6%
COc1cccc(C2C(C(=O)Nc3cccnc3)=C(C)Nc3nc(SCc4ccccc4)nn32)c1 (centres undefined),7%,3,-17%,3%,0%,6%,·,17%,-7%
Cn1c(CNC2CCCCC2)c(C#N)c2ccccc21,-3%,-1,-17%,25%,-24%,-17%,2%,32%,-13%
COC(=O)CCCNC(=O)c1ccc(S(=O)(=O)NCc2ccco2)cc1,-5%,1,-16%,·,·,-11%,23%,1%,-18%
CCOc1ccc(CCNC(=O)c2nnn(CC(=O)Nc3ccc(C)cc3)c2N)cc1OCC,8%,-4,·,25µM*,-12%,?,0%,19%,-1%
Cc1cccc(Cn2c(NCCO)nc3c2c(=O)n(C)c(=O)n3C)c1,-1%,-7&5,?,1%,-3%,-6%,-5%,5%,-10%
Cn1c(=O)[nH]c(=O)c2c1nc(CN1CCN(Cc3ccccc3)CC1)n2CC(N)=O,-5%,-5,24%,-1%,4%,-18%,-5%,3%,-5%
Cc1ccc(N2C(=O)N3[C@H](c4ccc(F)cc4)[C@@H]4C(=O)N(C5CCCCC5)C(=O)[C@@H]4[C@]3(C)C2=O)cc1,11%,2,·,?,-21%,4%,-19%,-29%,-17%
O=C(NCCNc1ccc([N+](=O)[O-])cc1C(F)(F)F)c1ccccc1,·,-6,-4%,-1%,-12%,-5%,4%,13%,-19%
COc1ccc(CNC(=O)c2cc(-c3ccc(OC)cc3)on2)cc1,2%,-4,9%,5%,?,9%,·,-2%,6%
COC(=O)c1cc2occc2n1Cc1nc(-c2ccc(C)cc2)oc1C,-4%,-3,?,20%,2%,0%,·,12%,7%
CCCCCCOC1(c2ccccc2)OC(=O)c2ccccc21 (centres undefined),-5%,-1,14%,15%,?,-7%,12%,-8%,-23%
O=C(CSC1=Nc2ccccc2N=C(c2ccc(F)cc2)C1)NCc1ccc(F)cc1,2%,-1,-10%,0%,-12%,-4%[60.1 µM],·,-5%,-12%
Cc1nn(C)cc1[C@@H]1C[C@H]2CN(Cc3cccc(Cl)c3)C(=O)[C@]23CCCN13,20%,-5,0%,1%,-5%,-13%,-4%,13%,2%
O=S(=O)(Nc1ccccc1F)c1cccc(NC(=S)NCCN2CCOCC2)c1,-6%,-3,-84%,·,·,-8%,32%,-119%,-20%
COc1ccc(Cl)c2sc(NC(=O)C3=COCCO3)nc12,-1%,-1,-17%,·,·,-1%,9%,-30%,-9%
CCCCNC(=S)N(Cc1ccco1)Cc1cc2cc3c(cc2[nH]c1=O)OCCO3,-8%,-8,-19%,7%,-13%,-7%,-3%,5%,-10%
CCOC(=O)Cn1nnc(-c2ccc(SC)cc2)n1,-1%,-5,0%,-27%,-5%,-8%,2%,4%[56.9 µM],-5%
c1cnc2nc3c4ccccc4c4ccccc4c3nc2c1,11%,6,-10%,·,·,-28%,·,-33%,?
C[n+]1ccccc1C1CCCC/C1=N\NC(N)=S (centres undefined),-1%,-22,?,12%,-1%,1%,-5%,-15%,-5%

# Eleven compounds from above, ordered by count of non-hydrogen atoms, high to low.
SMILES,ERG-DNA inh,LDHA block,ALOX12 inh,POLB inh,Apoferritin bind,POLK inh,APE1 inh,RGS4 inhibitor,POLH inh
O=C(CSC1=Nc2ccccc2N=C(c2ccc(F)cc2)C1)NCc1ccc(F)cc1,2%,-1,-10%,0%,-12%,-4%[60.1 µM],·,-5%,-12%
CCCCNC(=S)N(Cc1ccco1)Cc1cc2cc3c(cc2[nH]c1=O)OCCO3,-8%,-8,-19%,7%,-13%,-7%,-3%,5%,-10%
O=S(=O)(Nc1ccccc1F)c1cccc(NC(=S)NCCN2CCOCC2)c1,-6%,-3,-84%,·,·,-8%,32%,-119%,-20%
Cc1nn(C)cc1[C@@H]1C[C@H]2CN(Cc3cccc(Cl)c3)C(=O)[C@]23CCCN13,20%,-5,0%,1%,-5%,-13%,-4%,13%,2%
COC(=O)c1cc2occc2n1Cc1nc(-c2ccc(C)cc2)oc1C,-4%,-3,?,20%,2%,0%,·,12%,7%
O=C(NCCNc1ccc([N+](=O)[O-])cc1C(F)(F)F)c1ccccc1,·,-6,-4%,-1%,-12%,-5%,4%,13%,-19%
CCCCCCOC1(c2ccccc2)OC(=O)c2ccccc21 (centres undefined),-5%,-1,14%,15%,?,-7%,12%,-8%,-23%
c1cnc2nc3c4ccccc4c4ccccc4c3nc2c1,11%,6,-10%,·,·,-28%,·,-33%,?
COc1ccc(Cl)c2sc(NC(=O)C3=COCCO3)nc12,-1%,-1,-17%,·,·,-1%,9%,-30%,-9%
CCOC(=O)Cn1nnc(-c2ccc(SC)cc2)n1,-1%,-5,0%,-27%,-5%,-8%,2%,4%[56.9 µM],-5%
C[n+]1ccccc1C1CCCC/C1=N\NC(N)=S (centres undefined),-1%,-22,?,12%,-1%,1%,-5%,-15%,-5%

# More entries
SMILES,ERG-DNA inh,LDHA block,ALOX12 inh,POLB inh,Apoferritin bind,POLK inh,APE1 inh,RGS4 inhibitor,POLH inh
Oc1c(N=NC(=S)Nc2ccccc2F)c2ccccc2n1Cc1ccc(Cl)cc1,-3%,0,-23%,1%,-15%,-6%,-2%,5%[56.9 µM],-13%
CC(=O)Nc1cccc(NC(=O)c2ccc(Br)cc2)c1,4%,-3,-4%,-1%,-6%,-6%,-9%,5%,-7%
CS(=O)(=O)N(Cc1ccccc1)c1ccc(C(=O)Nc2cccnc2)cc1,·,-3,9%,33%,4%,-5%,2%,-11%,-4%
Cc1ccc(CN2CCNC(=O)C2CC(=O)NCc2csc(C(C)C)n2)cc1 (centres undefined),-7%,0,-29%,1%,-21%,-12%,5%,12%,-7%
CCOc1ccc(-c2cn3c(n2)sc2cc(C(=O)NCCCc4ccccc4)ccc23)cc1,2%,-12,-18%,-27%,7%,-7%,·,3%,-9%
Cc1cc(Cl)ccc1OCC(=O)NNC(=O)c1cnccn1,-4%,4,-6%,-3%,-6%,-6%,-2%,-13%,-15%
Cc1ccccc1C(N)=O,5%,-14,0%,·,·,-2%,4%,-8%,-9%
COC(C[C@H]1O[C@H]1[C@@H](O)COCc1ccccc1)OC,-8%,-2,-22%,9%,-2%,12%,4%,13%,-11%
NC(=O)CC(NC(=O)Cc1ccc(Br)cc1)c1ccc(N2CCc3ccccc3C2)c([N+](=O)[O-])c1 (centres undefined),3%,6,-14%,34%,?,-3%,3%,-17%,4%
C=C1CCC2C(C)(C)[C@@H](O)CC[C@@]2(C)[C@@H]1COc1ccc2ccc(=O)oc2c1 (some centres undefined),7%,4,21%,-6%,4%,-6%,43%,5%,-20%
COc1ccc(NC(=O)Cn2cccc2)c(OC)c1,0%,-2,-7%,9%,-8%,4%,1%,-6%,-16%
Cc1cc2nc(SCC(=O)O)nc(C)c2cc1C,·,-4,-12%,2%,-8%,-13%,-3%,20%,-4%
O=C(CN1CCCC1=O)NC1C2CC3CC(C2)CC1C3 (centres undefined),3%,-1,-4%,9%,-24%,-3%[60.1 µM],0%,3%[11.4 µM],-4%
O=C(COC(=O)c1cnc(Cl)c(Cl)c1)NCCC1=CCCCC1,8%,2,8%,13%,-24%,-1%,?,9%,-8%

# Screening results as filed in PubChem.
